Compound activity as filed in PubChem.
DAX1 inh-1 – NR0B1 (DAX1) inhibition | inhibition, % at 6.75 µM | P51843 | HEK293 Gal4-DAX1 luciferase reporter, luminescence | AID 504766 | 0.99% of 340,000 active;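 active = inhibition above the mean over all tested compounds plus 3 SD, cut at about 4.2% in these data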;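 note: 0% = DAX1-transfected cells with DMSO and 100% = empty-vector control cells with DMSO; inhibition shows as a rise in luminescence from relieved DAX1 repression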
Target sequence (P51843 207-470 limits assumed): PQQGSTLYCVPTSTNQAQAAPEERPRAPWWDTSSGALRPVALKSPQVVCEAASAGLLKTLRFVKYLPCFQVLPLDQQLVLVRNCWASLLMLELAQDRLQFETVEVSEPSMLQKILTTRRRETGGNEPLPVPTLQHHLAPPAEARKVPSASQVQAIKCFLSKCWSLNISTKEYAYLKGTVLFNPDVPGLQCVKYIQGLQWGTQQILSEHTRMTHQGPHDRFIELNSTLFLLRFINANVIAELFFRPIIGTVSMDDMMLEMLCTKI
DAX1 inh-2 – blocks DAX1 repression of SF-1 activated StAR promoter; inhibition, % at 6.8 µM; AID 652010; HEK293T StAR-luciferase reporter, SF-1/DAX-1 repression relief; 1.1% of 370,000 active;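 active = inhibition above the mean over all tested compounds plus 3 SD, cut at about 3.6% in these data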;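 note: 0% = DAX-1 cells with DMSO and 100% = cells lacking DAX-1 with DMSO; higher inhibition means more luminescence from relief of DAX-1 repression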
hgDAF12 agonist – hgDAF-12 agonism, primary luciferase screen | HEK293 GAL4-hgDAF12 UAS-luciferase reporter, agonist luminescence; normalized to butyrate control | activation, % at 6.8 µM | 1.8% of 370,000 active | AID 687014;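 active = activation above a cutoff set at the mean of all screened compounds plus 3 SD, cut at about 10% in these data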;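 note: 0% = DMSO wells and 100% = sodium butyrate wells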
SMARCA2 act – activators of SMARCA2 function; MG213 cells, MMTV-luciferase reporter, dexamethasone, overnight; activation, % at 9.1 µM; 1% of 370,000 active; in the data active = activation above about 7.8%;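 note: 0% = vehicle wells and 100% = reference activator wells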
ssDAF-12 act – activators of S. stercoralis DAF-12 nuclear receptor. HEK293 ssDAF-12/GRIP1 lit1-tk-luc reporter, luminescence; % of 3 µM dafachronic acid response. activation, % at 6.8 µM. 1% of 370,000 active;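 active = activation above the mean over all tested compounds plus 3 SD, cut at about 0.9% in these data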;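 note: 0% = DMSO-only wells and 100% = 3 µM delta7-dafachronic acid wells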
hcDAF-12 act – H. contortus DAF-12 activation, primary screen | activation, % at 6.8 µM | AID 652067 | 1.4% of 370,000 active | HEK293 hcDAF-12 lit1-tk-luc reporter, luminescence; 0% DMSO, 100% Δ7-dafachronic acid;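 active = activation above the mean of all tested compounds plus 3 SD, cut at about 5.5% in these data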;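 note: 100% = response to 3 µM Δ7-dafachronic acid high control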
sPLA2-III inh – Blocks human group III sPLA2 activity; QFRET BODIPY PC-A2 liposome hydrolysis, fluorescence; AID 743126; 0.56% of 370,000 active; Q9NZ20; inhibition, % at 12.2 µM;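 active = inhibition above mean plus 3 SD of compounds lying within the high and low control bounds, cut at about 19% in these data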;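 note: 0% = median of test compound wells and 100% = no enzyme DMSO wells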
Target sequence (Q9NZ20 whole entry, looked up): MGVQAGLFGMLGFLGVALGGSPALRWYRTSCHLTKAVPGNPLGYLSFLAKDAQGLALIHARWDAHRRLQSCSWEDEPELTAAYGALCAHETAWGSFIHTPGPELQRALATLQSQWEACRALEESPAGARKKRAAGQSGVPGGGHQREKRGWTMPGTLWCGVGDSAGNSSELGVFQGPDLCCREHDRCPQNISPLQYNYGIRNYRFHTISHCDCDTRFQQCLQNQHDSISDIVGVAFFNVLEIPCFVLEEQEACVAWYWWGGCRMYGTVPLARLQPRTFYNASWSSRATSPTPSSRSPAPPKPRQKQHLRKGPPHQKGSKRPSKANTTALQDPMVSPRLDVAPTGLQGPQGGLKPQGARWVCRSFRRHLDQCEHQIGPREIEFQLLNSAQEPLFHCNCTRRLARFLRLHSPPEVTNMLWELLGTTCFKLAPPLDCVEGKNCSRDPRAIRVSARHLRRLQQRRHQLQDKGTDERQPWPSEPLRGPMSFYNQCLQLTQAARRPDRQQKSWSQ
PLC-beta3 inh – PLC-beta3 (human) inhibition, primary screen. Purified PLC-beta3, fluorogenic substrate, fluorescence. AID 720704. inhibition, % at 12.2 µM. 0.18% of 370,000 active. Q01970; in the data active = inhibition above about 11%;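 note: 0% = median of compound wells on plate and 100% = full blocker control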
Rev-erbA mod – Rev-erb alpha (human) modulation | P20393 | Rev-erbα–FITC-DNA binding, fluorescence polarization, 90 min | activity, % at 10 µM | 0.79% of 370,000 active | AID 1259318;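 active = activity above about 14%, limit read from the data; passing the limit was not always enough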;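 note: 0% = DMSO wells with 35 nM protein and 100% = DMSO wells with 750 nM protein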
FXN GAA850 act – increases GAA850 frataxin promoter reporter activity; HEK293 lucGAA850 FXN promoter luciferase reporter, 24 h; percent of 10 µM SAHA response; activation, % at 6 µM; 0.56% of 360,000 active;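 active = activation above the average of all compounds screened plus 3 SD, cutoff fixed separately per campaign, cut at about 7.5% in these data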;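 note: 0% = DMSO wells and 100% = 10 µM SAHA wells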
PG9 binder – small molecules binding HIV-1 gp120 antibody PG9. 0.43% of 360,000 active. inhibition, % at 6.7 µM. TR-FRET gp120-PG9 antibody binding; in the data active = inhibition above about 8.5%
* hit, by the source's call; i = inactive; nt = not tested or not shown.

SMILES	DAX1 inh-2	Rev-erbA mod	ssDAF-12 act	PG9 binder	DAX1 inh-1	hcDAF-12 act	PLC-beta3 inh	SMARCA2 act	sPLA2-III inh	FXN GAA850 act	hgDAF12 agonist
Cc1ccc(OCC(=O)O/N=C(\N)c2cccc([N+](=O)[O-])c2)cc1C	0.1	3	-0.1	-0.3	1.7	6.0*	-6	1	3	0.6	2.6
CCOc1ccc(S(=O)(=O)Nc2ccc(C(=O)N(C)CC(=O)Nc3ccc(OC)cc3)cc2)cc1	1.0	2	-1.2	-0.4	0.1	0.9	-4	-1	3	2.4	2.2
CCn1c(COc2ccc(C(C)C)cc2)nnc1SCC(=O)Nc1nccs1	-0.5	-2	-1.4	-1.4	0.6	-2.3	1	2	-3	0.1	-0.9
COC(=O)c1cc(NC2c3ccccc3C(=O)N2c2cccnc2)cc(C(=O)OC)c1 (stereo not given)	0.1	-1	-1.2	-1.3	0.2	-1.2	-9	1	-7	1.1	-0.7
Cc1ccc(S(=O)(=O)N(C)c2ccc(OCC(=O)Nc3nc(-c4ccccc4)cs3)cc2)cc1	-1.1	3	-1.1	1.8	-1.3	2.5	-2	-4	-2	5.5	0.5
CN1CC=C(c2ccccc2)N(c2ccc(Cl)cc2)C1=O	0.5	10	-1.4	nt	nt	-0.9	3	-1	-10	nt	1.6
O=C(NNC(=O)c1ccccc1O)c1ccco1	-0.4	5	-1.4	-0.8	3.3	-0.5	0	0	-3	-0.4	2.5
COc1cc(-c2cc(NC(C)=O)c3ncc(-c4ccccc4)n3c2)cc(OC)c1OC	-2.1	-3	-1.9	-1.1	nt	0.1	-27	-2	3	1.1	-1.4
CCN(C(=O)COC(=O)/C=C/c1cccc([N+](=O)[O-])c1)c1c(N)n(Cc2ccccc2)c(=O)[nH]c1=O	0.1	-3	-1.4	-1.4	-0.4	-0.9	-4	0	3	-0.9	0.1
Cc1cc(NC(=O)Cn2cnc3c(cnn3C(C)(C)C)c2=O)no1	0.4	1	-0.9	1.9	-0.5	-1.0	1	1	1	-0.8	-1.0
Cc1cc(NC(=O)C(C)Oc2ccc(C(C)(C)C)cc2)no1 (stereo not given)	-0.8	-6	-1.2	-2.0	0.8	-1.5	-6	-1	4	0.8	-0.5
Cc1ccccc1NC(=O)CC(=O)c1ccccc1	0.1	-3	0.3	2.7	2.0	-0.1	-5	-1	5	2.2	1.2
C=CCn1c(SCC(=O)O)nnc1-c1cccc(Cl)c1	0.1	0	-0.9	0.1	-0.4	0.3	2	1	2	-2.5	0.2
CC(=O)Nc1ccc(NC(=O)C2CCCN2C(=O)Nc2ccc(F)c([N+](=O)[O-])c2)cc1 (stereo not given)	0.6	0	-1.8	-1.5	4.9*	-0.3	-7	-2	5	-1.8	2.9
O=c1c2ccccc2nc(/C=C/c2ccc(Cl)cc2)n1CCO	-0.1	4	-1.6	-1.0	0.8	-0.8	-44	-2	-6	0.1	-0.3
CCOc1ccccc1NC(=O)c1cc(C(=O)Nc2ccccc2OCC)cc(N2C(=O)CCC2=O)c1	-0.4	-2	-0.2	-2.2	-1.1	-0.5	4	-1	0	0.4	-0.7
CCOc1ccc(C)cc1S(=O)(=O)NC1CCCCCC1	2.0	5	-1.1	-1.1	1.2	2.5	-3	3	-2	2.8	3.1
CN(C)c1ccc(NC(=O)CSc2n[nH]c(-c3ccncc3)n2)cc1	2.8	1	-1.2	-0.8	-0.4	1.5	-4	-4	-1	2.1	-1.7
Cc1nc2ccccc2c(=O)n1N	0.6	4	-1.4	-1.8	0.6	-0.6	4	-1	6	0.2	0.1
O=C(Nc1cc(C(F)(F)F)ccc1-n1cncn1)c1ccc([N+](=O)[O-])o1	-2.6	-2	-0.7	-0.4	-0.2	1.1	-13	-1	15	1.0	-0.5
N#Cc1ccccc1S(=O)(=O)N1CCN(C(=O)[C@H](Cc2ccccc2)NC(=O)c2ccco2)CC1	-0.7	-8	-0.1	1.6	1.1	0.6	-5	1	-2	1.0	-1.6
COc1ccc(NC(=O)Cc2c(C(=O)O)n(C)c3ccccc23)cc1OC	0.6	0	-0.8	-3.0	-1.2	-0.3	0	3	-3	2.6	-2.5
CCOC(=O)C1CCN(C(=O)c2cccnc2)CC1	-0.3	-1	-1.2	-0.5	0.4	0.0	1	2	2	0.1	1.6
C[C@@H]1CN([C@@H](C)CO)C(=O)c2cc(Br)cnc2O[C@H]1CN(C)C(=O)C1CC1	-1.0	-5	-0.1	-1.3	-0.9	-1.6	1	-3	12	-0.1	0.9
Cc1cc(=O)oc(C)c1C(=O)N[C@@H]1CCCCNC1=O	0.1	-2	-1.2	-2.5	0.7	-0.6	0	2	3	-0.9	0.9
COc1ccc(CN(C(=O)CSc2nnc(-c3ccccc3C)o2)c2ccc(F)cc2)cc1	-1.3	3	-0.8	-2.4	-0.7	-2.1	-3	-3	-13	-0.6	-0.4
CNCc1ccccc1Sc1ccc(OC)c(OC)c1	-0.8	5	-0.8	-0.9	1.3	-0.3	-3	-3	2	-0.7	0.1
O=c1oc2c(CN3CCOCC3)c(O)c(Cl)cc2c2c1CCC2	-0.6	2	-0.9	-0.2	0.3	-0.4	i	1	-2	0.1	2.4
Cc1nc(-c2ccccn2)nc(N(C)c2ccccc2)c1Cl	-1.3	5	-1.0	0.0	-2.5	-4.2	-12	-4	-2	-3.1	-3.5
CCOC(=O)C1(Cc2cccc(OC)c2)CCN(Cc2csc(C(C)=O)c2)CC1	-0.8	2	-1.7	0.7	1.0	-1.4	-4	-1	-4	-2.2	-0.7

The list continues.
SMILES	DAX1 inh-2	Rev-erbA mod	ssDAF-12 act	PG9 binder	DAX1 inh-1	hcDAF-12 act	PLC-beta3 inh	SMARCA2 act	sPLA2-III inh	FXN GAA850 act	hgDAF12 agonist
Brc1cccc(CNCC2CCCO2)c1 (stereo not given)	0.1	0	-0.9	1.9	2.2	-0.1	-6	-3	18	-0.1	-1.3
CC1=CC(c2ccc(Cl)cc2)n2nc(NC(=O)CCC(=O)O)nc2N1 (stereo not given)	0.7	4	-1.5	-2.5	2.0	-1.8	i	2	1	0.9	-0.4
S=C(Nc1ccccc1)N1N=C(c2cccs2)CC1c1cccs1 (stereo not given)	-0.7	0	-0.8	-0.8	1.5	1.2	-13	1	-8	0.8	0.2
Cc1ccc(O)c(-c2[nH]ncc2C(=O)c2ccc(Cl)cc2)c1	-0.5	-1	-1.7	-1.2	0.2	1.1	-6	-1	-49	0.9	-0.9
O=C(O)c1ccc2nc3c(nc2c1)-c1ccccc1C3=O	1.0	3	-0.8	-0.5	-0.7	0.5	-9	0	10	2.0	2.6
Nc1c(C(=O)c2ccccc2O)cnn1-c1ccc(S(=O)(=O)N2CCOCC2)cc1[N+](=O)[O-]	-0.1	-16	-1.2	-2.3	nt	0.8	-1	7	5	nt	3.7
O=C(NC1CCCCC1)c1ccc(-c2ccccc2[N+](=O)[O-])o1	9.3*	4	1.1*	-3.6	2.8	7.9*	-9	11*	-5	7.1	15*
CCOC(=O)c1c(NC(=O)C(C)N2CCN(S(=O)(=O)c3cccs3)CC2)sc2c1CCC(C)C2 (stereo not given)	0.5	11	-1.4	-1.4	0.6	-0.2	2	2	3	1.7	0.3
CN1CCC(NC(=S)Nc2cccc([N+](=O)[O-])c2)CC1	0.2	-5	-1.2	-1.5	0.2	-1.0	6	3	-2	0.0	1.7
COc1ccc(NC(=O)C2CCCN(S(=O)(=O)c3c(C)n[nH]c3C)C2)cc1 (stereo not given)	-0.9	5	-1.2	0.7	0.1	-1.4	-1	-3	3	-0.9	0.6
CN(C(=O)CN1C(=O)c2cc(Cl)c(Cl)cc2C1=O)C1CCS(=O)(=O)C1 (stereo not given)	1.3	6	-0.9	-1.7	0.8	2.0	-6	-2	9	0.1	0.0
O=C(Nc1cccnc1)c1cc(Cl)ccc1Cl	-0.5	2	-0.9	0.8	0.4	-0.7	-4	0	0	0.8	0.2
Cc1ccc2c(C(=O)CN3CCOCC3)c(C)[nH]c2c1	-0.1	-1	-1.0	-0.1	1.3	-0.9	-13	-7	5	1.2	0.2
O=S(=O)(Cc1ccccc1Cl)Nc1ccccn1	0.1	0	-0.4	-2.3	-0.8	-0.8	-15	0	7	2.4	1.4
OCCN(Cc1ccccc1)CC1CC2C=CC1C2 (stereo not given)	-0.4	-3	-1.2	-2.7	-0.1	-0.9	0	0	4	0.5	0.1
CN(c1ccc(C(=O)NCc2ccc3c(c2)OCO3)cc1)S(=O)(=O)c1ccccc1	1.4	-2	-0.4	-1.2	0.4	0.6	-2	-1	-9	2.9	-1.1
Cc1ccc(CNC(=O)CN2C(=O)NC(C)(c3ccc(Cl)cc3)C2=O)cc1 (stereo not given)	0.0	3	-0.8	-1.7	-1.1	-1.5	-5	-2	-6	-2.4	-3.4
COc1cc2c(cc1OC)CN(CC(=O)Nc1ccc3c(c1)OCO3)CC2	0.2	2	-1.2	-3.2	-0.1	0.5	-21	0	0	0.4	0.7
O=C(CCCOc1ccc(Cl)cc1Cl)N/N=C/c1cccc([N+](=O)[O-])c1	0.3	-4	-1.0	-1.8	0.6	-0.4	0	-3	6	2.3	-2.2
Cc1cccc(NC(=O)c2ccccc2Br)n1	2.7	-1	-0.8	-2.1	2.1	0.9	2	3	2	1.6	6.4
CCOc1c(Br)cc(C(=O)OCC(=O)N2CCc3ccccc3C2)cc1OC	-0.3	1	-0.4	2.7	-0.2	3.2	-4	-3	2	-1.3	0.7
CCOC(=O)C1=C(c2ccccc2)NC(=S)NC1c1cccc([N+](=O)[O-])c1 (stereo not given)	-0.6	9	-1.4	-1.0	-1.0	-2.9	4	-1	16	-2.2	-1.1
Nc1ccc(N2CCN(c3ccccc3)CC2)c(F)c1	-0.3	3	-1.4	3.0	1.2	-0.9	4	-3	11	0.2	-0.9
Cc1cc(Br)ccc1NC(=O)CCN1C(=O)c2ccncc2C1=O	0.3	-5	0.0	-0.5	0.4	1.1	7	-4	11	2.1	2.5
CC(=O)Nc1ccc(NC(=O)C2CC(=O)N(Cc3ccccc3)C2)cc1 (stereo not given)	0.3	-6	-0.8	0.7	0.5	1.3	-5	-2	-2	0.6	-2.6
CCN(CC(=O)NCc1ccc(Cl)cc1)C(=O)/C=C/c1ccc(Cl)c([N+](=O)[O-])c1	0.4	-3	-0.8	-3.1	0.6	-0.2	-8	0	-12	1.5	-1.1
CCCOc1ccc(F)cc1-c1cc(C(=O)Nc2ccc(F)c(Cl)c2)[nH]n1	-1.8	-6	-2.3	-1.6	nt	-2.1	2	-4	-1	0.6	0.0
COc1ccc(CNC(=O)COC(=O)CCS(=O)(=O)c2ccc(C)cc2)cc1OC	0.1	-1	-1.0	0.7	1.9	2.0	-10	1	9	2.0	0.4
